# D1 potentiator – Potentiators of Human D1 Dopamine Receptor: qHTS; D(1A) dopamine receptor (Homo sapiens), P21728; potentiation, % at 10 µM; HEK293 TREx D1 cells, calcium flux, dopamine EC20 potentiation; 360,000 compounds, 0.036% hits; in the data active = potentiation above about 30%; note: 0% is about no effect
# Target sequence (P21728 whole entry, looked up): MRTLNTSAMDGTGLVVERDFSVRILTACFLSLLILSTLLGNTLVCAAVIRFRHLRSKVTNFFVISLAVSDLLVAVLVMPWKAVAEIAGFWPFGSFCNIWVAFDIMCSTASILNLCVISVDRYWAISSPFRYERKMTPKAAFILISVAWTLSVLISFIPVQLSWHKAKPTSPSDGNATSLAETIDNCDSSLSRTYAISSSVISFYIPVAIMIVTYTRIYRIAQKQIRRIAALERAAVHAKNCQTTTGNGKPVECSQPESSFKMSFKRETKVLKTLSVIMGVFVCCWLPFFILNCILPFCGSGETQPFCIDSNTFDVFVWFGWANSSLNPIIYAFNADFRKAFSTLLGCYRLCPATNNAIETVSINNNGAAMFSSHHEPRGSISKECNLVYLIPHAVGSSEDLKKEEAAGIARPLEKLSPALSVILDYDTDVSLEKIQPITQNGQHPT
# Apoferritin bind – qHTS Assay for Identification of Novel General Anesthetics; 350,000 compounds, 0.074% hits; apoferritin/1-aminoanthracene competitive binding, fluorescence; Potency, µM (top dose mostly 77.5 µM), inactives show at the highest dose activity change, negative = displacement, hits mostly inhibitors; Ferritin light chain (Equus caballus), P02791; note: potency is the fitted concentration of half-maximal effect; % is set by controls: 0 for no effect and ±100 for the full control effect; nearly all actives have a fitted effect of over 20% in size
# Target sequence (P02791 2-175 limits assumed): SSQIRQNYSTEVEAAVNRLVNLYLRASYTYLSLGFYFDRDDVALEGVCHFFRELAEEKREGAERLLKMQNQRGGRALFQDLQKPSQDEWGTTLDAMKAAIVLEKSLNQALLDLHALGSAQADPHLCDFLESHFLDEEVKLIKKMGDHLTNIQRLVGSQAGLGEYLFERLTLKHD
#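 Read-out: endpoint 1-AMA fluorescence, excitation 380 nm and emission 535 nm, after compounds sit 10 min at room temperature with 10 uM horse-spleen apoferritin in 50% saturated 1-AMA/PBS. Values come from four-parameter Hill fits.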
# TRHR agonist – qHTS for Small Molecule Agonists and Allosteric Enhancers of Human TRH Receptor: Primary Screen for Agonists. TRHR cells, calcium flux fluo-8, FDSS agonist mode. activation, % at 2 µM. 360,000 compounds, 0.18% hits. AID 493084, 2011; in the data active = activation above about 30%; note: 0% is about no effect
# Target sequence (P34981 whole entry, looked up): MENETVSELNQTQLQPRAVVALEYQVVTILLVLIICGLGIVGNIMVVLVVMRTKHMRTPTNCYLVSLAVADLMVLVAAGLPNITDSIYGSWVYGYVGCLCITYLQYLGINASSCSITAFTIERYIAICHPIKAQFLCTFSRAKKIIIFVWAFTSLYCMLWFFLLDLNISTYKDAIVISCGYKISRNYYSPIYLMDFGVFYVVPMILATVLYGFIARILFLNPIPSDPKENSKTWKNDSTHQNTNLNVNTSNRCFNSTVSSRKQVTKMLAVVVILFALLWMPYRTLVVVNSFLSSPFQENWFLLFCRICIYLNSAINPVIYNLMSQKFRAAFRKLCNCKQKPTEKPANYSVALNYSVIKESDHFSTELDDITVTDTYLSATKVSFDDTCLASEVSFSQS
#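 Steps: seed TRHR cells overnight; add fluo-8 no-wash Ca dye, RT 30 min–1.5 h; record 10 s baseline; pin-transfer compounds; monitor fluorescence 1 cycle/s for the agonist window. Calcium increases flag candidate agonists.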
# RXFP1 agonist – qHTS Assay for Agonists of the Relaxin Receptor RXFP1. 370,000 compounds, 0.3% hits. HEK293T-RXFP1 cAMP TR-FRET, 30 min; response scale: percent of porcine relaxin response, buffer zero. Potency, µM (titrated, usually from 57.5 µM), without a hit: at the top dose activation, usual class: activators. Relaxin receptor 1 (Homo sapiens), Q9HBX9; note: potency is the fitted concentration of half-maximal effect; % is set by controls: 0 for no effect and ±100 for the full control effect; nearly all actives have a fitted effect of over 60% in size; many of its hits are not listed in these tables
#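 Agonist response is measured as cAMP accumulation in an RXFP1-transfected HEK293T line under PDE4 inhibition. Values are scaled between buffer-only and 29 nM porcine relaxin, and EC50s come from standard Hill equation fits.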
# D1 agonist – Allosteric Agonists of the Human D1 Dopamine Receptor: qHTS; D(1A) dopamine receptor (Homo sapiens), P21728; HEK293 T-REx D1 cells, calcium flux, agonist mode; activation, % at 2 µM; 360,000 compounds, 1% hits; in the data active = activation above about 30%; note: 0% is about no effect
#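 Agonism was scored from calcium flux recorded over 180 s (1 read/s) after pintool compound addition, following a 10-cycle baseline. Cells were inducible force-coupled HEK293 TREx D1, plated overnight at 30 C and loaded with no-wash calcium dye.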
# TRHR enhancer – qHTS for Small Molecule Agonists and Allosteric Enhancers of Human TRH Receptor: Primary Screen for Enhancers. TRHR cells, fluo-8 calcium fluorescence, EC20 TRH enhancement. 360,000 compounds, 0.66% hits. Thyrotropin-releasing hormone receptor (Homo sapiens), P34981. enhancement, % at 2 µM; in the data active = enhancement above about 30%; note: 0% is about no effect
#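 TRHR-expressing cells loaded with fluo-8 calcium dye were read kinetically (ex 480/em 530) during compound addition, then stimulated with an EC20 of TRH (10 nM final). Enhancement of the Gq-mediated intracellular calcium response was scored.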
# D2 potentiator – HTS Assay for Positive Allosteric Modulators of the Human D2 Dopamine Receptor: Primary Screen for Potentiators. HEK293 T-REx D2, calcium flux, EC20 dopamine potentiation. 340,000 compounds, 0.34% hits. potentiation, % at 10 µM. D(2) dopamine receptor (Homo sapiens), P14416;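 active = potentiation over 3 SD above the plate norm, cut at about 30% in these data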; note: 0% is about no effect
#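 Calcium flux readout, no-wash dye, 1 read/s. Inducible HEK293 Trex D2 line, overnight 30 C. Compound alone 180 s (agonist flags), then EC20 dopamine, another 180 s to score potentiation.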
# RXFP1 antagonist – qHTS Assay for Antagonists of the Relaxin Receptor RXFP1. HEK293-RXFP1, relaxin-stimulated cAMP HTRF, 30 min; hits give low values. activity change, negative = inhibition, % at 57.5 µM. 350,000 compounds, 0.59% hits. AID 1259400, 2018;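 active = activity change of -60% or lower, but not beyond a set lower limit; inconclusive = change between -60% and -40%, or beyond the set limit; inactive = change above -40%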; note: % is set by controls: 0 for no effect and ±100 for the full control effect
# D1 antagonist – Antagonist of Human D 1 Dopamine Receptor: qHTS. D(1A) dopamine receptor (Homo sapiens), P21728. HEK293 TREx D1 cells, calcium flux, dopamine EC80; hits give low values. activity change, negative = inhibition, % at 10 µM. 360,000 compounds, 3.2% hits; in the data active = activity change below about -30%; note: % is set by controls: 0 for no effect and ±100 for the full control effect
#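 HEK293 T-REx cells expressing inducible, force-coupled D1 receptor; no-wash Ca dye, 30–90 min RT. Cmpd → 180 s read at 1 Hz → EC80 DA → 180 s read.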
# Numbers without * were called inactive; ? = inconclusive; . = no result given; & = joins results of further samples; [ ] = dose if it differs, or a comment. Unless noted, calls come from the whole dose curve; as a rule, active = well fitted curve in the direction sought with a large enough effect; inconclusive = small, poorly fitted or top-dose-only effect, or another doubt; inactive = no such curve, though single readings can be large; an effect the other way counts as inactive or inconclusive.
SMILES,D1 potentiator,Apoferritin bind,TRHR agonist,RXFP1 agonist,D1 agonist,TRHR enhancer,D2 potentiator,RXFP1 antagonist,D1 antagonist
Cc1ccc(N=CC=C2OC(C)(C)C(C)(C)O2)cc1,-0.7,-7.4%,1.6,1.1%,8.8,12.9,-3.0,.,-4.2
Cc1cccc(NC(=S)N/N=C/c2c[nH]c3ccccc23)c1,5.0,-3.7%,-0.3,0.9%,1.4,7.2,2.9,-4.0,-2.0
COCCNC(=O)/C(C#N)=C/c1cc(C)n(C2CCCCC2)c1C,-4.8,-22.1%,-0.7,1.7%,2.0,-0.5,0.3,-15.9,-17.2
COc1ccccc1CCC(=O)Nc1nccs1,0.8,-5.4%,0.0,-0.7%,-0.1,1.1,-14.8,-6.4,-6.7
COC(=O)c1scc(C)c1NC(=O)/C=C/C(=O)O,-4.2,-16.0%,0.2,2.7%,2.4,-1.9,6.3,-7.1,-47.0*
Fc1ccc(NC(=S)NCc2ccccc2Cl)cc1,-4.6,-14.2%,1.7,-1.0%,20.4,-1.6,-2.3,17.0,-29.2
COCCOC(=O)c1c(NC(=O)CN2CCCc3ccccc32)sc(C(N)=O)c1C,-3.6,2.6%,-0.2,0.2%,0.8,2.0,-2.5,3.8,16.4
CC(C)NS(=O)(=O)c1ccc(OCC(=O)NC(C)c2ccccc2)cc1 (stereo not given),-6.0,-7.0%,-0.8,2.3%,2.4,3.9,10.9,-1.6,10.1
CCNCC(=O)N1c2ccccc2CCc2ccc(NC(=O)OCC)cc21,-3.5,3.9%,0.6,-4.9%,2.5,9.0,12.9,-9.8,-4.5
O=S(=O)(Cc1ccccc1Cl)NCCOc1ccccc1,-0.5,-10.6%,-0.5,0.3%,2.3,-5.1,.,-9.9,3.2
O=C(OCC1CCCO1)c1ccc2c(c1)N(Cc1ccc(F)cc1)C(=O)c1ccccc1S2(=O)=O (stereo not given),-3.9,-18.4%,0.0,0.1%,2.3,-3.1,0.6,-6.9,10.4
CC(C)(C)NC(=O)Cn1c(=O)c(=O)n(Cc2ccccc2)c2ccc(Cl)cc21,-3.0,-15.6%,-0.3,0.5%,2.8,2.9,9.8,.,-9.7
O=C(O)c1cccc(Oc2ccccc2[N+](=O)[O-])c1,-5.0,-11.0%,-0.1,-0.1%,3.6,14.7,-5.3,-3.5,-1.4
O=C(CNc1ccc2ccccc2c1)N/N=C/c1ccc(OC(=O)/C=C/c2ccco2)cc1,-4.9,-18.4%,0.2,2.1%,1.2,3.5,4.3,-28.1,10.9
CC1(C)CC(=O)C=C(Nc2cc(-c3ccccc3)[nH]n2)C1,1.8,-17.3%,-0.1,-0.2%,0.9,3.1,6.4,-17.1,-4.2
CCCCN(CCCC)S(=O)(=O)c1ccc(C(=O)Nc2sc3c(c2C(N)=O)CCN(CC)C3)cc1,1.6,207.0%[activator],17.2,3.6%,78.5*,27.7,11.7,.,6.1
COc1ccc([C@H]2CC(=O)C=C(c3ccc4ncccc4c3)C2)cc1,1.6,.,-0.7,-0.1%,1.3,-4.3,2.5,.,.
Cc1ccc(CNC(=O)CCc2nc3cccnc3n2Cc2ccccc2)cc1,-2.9,-12.2%,-1.3,2.7%,0.5,11.4,25.4,-23.9,1.9
O=C(NCc1cccs1)C1CCCN1C(=O)Nc1cccc(F)c1 (stereo not given),-8.6,-5.9%,0.9,-0.3%,2.4,17.2,14.5,-7.6,-15.5
COc1ccccc1NC(=O)CSc1nnc(C)s1,-7.0,-10.3%,0.3,0.0%,1.5,-8.0,-7.8,3.3,-6.1
O=C(CCn1cccn1)N1CCCC(N2CCN(c3cccc(C(F)(F)F)c3)CC2)C1 (stereo not given),1.7,-9.8%,-0.2,-0.7%,2.3,34.2*,4.0,-11.3,7.2
CCCCCCCNC(=O)C1(CC2CC(c3ccc(Cl)cc3)=NO2)CCN(C(=O)C2CCCC2)CC1 (stereo not given),4.4,-5.1%,0.1,-0.4%,2.6,3.9,-3.0,.,11.8
Cc1ccc(S(=O)(=O)Nc2cccc(-n3cnnn3)c2)cc1,-5.0,-9.6%,0.1,1.0%,2.3,2.2,-10.1,-5.5,-9.3
Cc1occc1C(=O)Nc1ccccc1C(=O)O,2.4,-9.3%,0.2,0.3%,1.6,7.9,-7.4,-1.9,-2.3
CC(O)c1nc2ccccc2n1CCCOc1ccccc1 (stereo not given),-4.6,-7.0%,-0.3,4.0%,2.9,1.1,-4.8,-3.2,5.3
CCOC(=O)c1sc(S(C)(=O)=O)c2c1CC(C)(C)C/C2=N/O,-5.5,-15.1%,-0.3,0.8%,0.9,5.4,-1.7,7.1,4.2
COc1cc(/C=C(\C#N)c2nc3ccc(C)cc3[nH]2)ccc1OCc1ccc(C)cc1,-3.3,26.8%,3.4,3.0%,4.2,-4.1,2.7,-2.5,-4.9
CN(C)/C=C/C(=O)c1cccc(C(F)(F)F)c1,0.6,-19.6%,-1.0,-3.1%,7.8,-6.5,-5.3,-16.1,11.4
COc1ccc(/C(N)=N/O)cc1O,-2.1,1.3%,0.4,-0.3%,0.2,1.5,-4.0,22.6,14.4
Cc1ccc(C)c(NC(=O)N2CCN(c3nnc(C)c4c(C)n(-c5ccccc5)nc34)CC2)c1,-4.0,-3.8%,-0.5,2.3%,1.5,-1.0,.,-1.4,-10.0
O=C(NCC(c1cccs1)N1CCOCC1)c1ccc(OCc2ccccc2)cc1 (stereo not given),-5.8,.,-0.6,1.9%,2.5,-0.6,17.5,4.9,-14.8
CSCC[C@H](NC(=O)OC(C)(C)C)C(=O)N1CCC(C(=O)N[C@H](C(=O)O)C(C)C)CC1,-4.8,-5.4%,0.0,1.5%,3.3,2.1,-6.6,7.7,17.5
O=C(N/N=C/c1cccc2ccccc12)c1cccs1,1.3,-6.9%,-0.4,0.1%,2.9,-9.0,1.5,-10.6,8.3
Cn1c(NC2CCCCC2)c(N=O)c(=O)n(C)c1=O,-1.1,-3.8%,0.1,1.3%,4.6,6.3,-2.7,-0.2,21.7
COc1ccc(OC)c(/C=N/c2c(-c3ccc(O)c(OC)c3)nc3ccccn23)c1,3.2,67.1%[activator],0.1,12.2%,-0.3,3.4,.,1.6,9.2
N=c1sccn1CC(=O)Nc1cccc(S(N)(=O)=O)c1,0.1,6.3%,-2.0,-2.3%,1.9,-3.1,2.6,-2.7,-2.4
C[C@@H]1CC=C[C@H]2[C@H]1C(=O)N(Cc1ccccc1)[C@H]2c1ccc(F)c(/C=C/c2ccccc2)c1,-5.5,6.5%,0.4,4.4%,5.6,0.0,10.6,.,1.4
COc1ccc(C)cc1Nc1n[n+](C)c(-c2ccc(C(=O)O)cc2)s1,-4.0,-8.8%,0.0,4.0%,0.9,3.6,-6.7,.,-6.7
CNC(=O)C1(C(F)(F)F)C/C(=C\CCO)CCCO1 (stereo not given),5.9,-3.6%&1.7%,0.0,-0.8%,1.6,-1.1,-0.3,.,-6.7
CCOC(=O)C1CCCN(C(=O)Cn2ncc3c(C)n(Cc4ccc(F)cc4)c(C)c3c2=O)C1 (stereo not given),-3.5,-4.3%,-1.5,-1.4%,5.3,1.5,4.4,-16.6,-36.8*

# Full records from above:
# Results for `COc1cc(/C=C(\C#N)c2nc3ccc(C)cc3[nH]2)ccc1OCc1ccc(C)cc1` = D1 potentiator = -3.3; Apoferritin bind = 26.8%; TRHR agonist = 3.4; RXFP1 agonist = 3.0%; D1 agonist = 4.2; TRHR enhancer = -4.1; D2 potentiator = 2.7; RXFP1 antagonist = -2.5; D1 antagonist = -4.9
# Results for `C[C@@H]1CC=C[C@H]2[C@H]1C(=O)N(Cc1ccccc1)[C@H]2c1ccc(F)c(/C=C/c2ccccc2)c1` = D1 potentiator = -5.5; Apoferritin bind = 6.5%; TRHR agonist = 0.4; RXFP1 agonist = 4.4%; D1 agonist = 5.6; TRHR enhancer = 0.0; D2 potentiator = 10.6; RXFP1 antagonist = .; D1 antagonist = 1.4

# (list continues)
SMILES,D1 potentiator,Apoferritin bind,TRHR agonist,RXFP1 agonist,D1 agonist,TRHR enhancer,D2 potentiator,RXFP1 antagonist,D1 antagonist
O=C(NN=C1CCCC1)c1cc(Br)ccc1O,-4.5,-5.6%,1.2,-1.2%,11.7,1.5,12.1,-4.1,-17.7
COc1ccc(OC)c(C2C(C(C)=O)=C(O)C(=O)N2CCN2CCOCC2)c1 (stereo not given),-0.6,-5.8%,0.5,-0.4%,0.6,-1.8,12.3,13.5,-4.0
CC1=CC(c2ccccc2)=Nc2ccc(C)cc2N1,-4.3,-13.5%,-0.1,-0.3%,3.2,5.4,7.6,3.6,9.0
COc1ccc(C(C(=O)NCc2ccccc2)N(C(=O)c2snc(C(N)=O)c2N)C2CCCC2)cc1 (stereo not given),.,-21.2%,-0.7,-5.0%,6.1,10.9,3.0,-11.9,-12.5
Cc1cccc2c(C(=O)N3CCN(C(=O)c4ccco4)CC3)cc(-c3cccc(Br)c3)nc12,-4.7,-21.6%,0.5,-1.0%,2.2,20.5,-4.8,-16.3,-3.3
Cn1cc(SCC(=O)Nc2nc3ccccc3s2)c2ccccc21,-4.2,-1.7%,-0.3,1.1%,1.3,-7.5,-3.4,-14.2,-25.3
CCCCc1ccc(NC(=O)CSCc2cc(=O)[nH][nH]2)cc1,-6.5,?,0.5,0.2%,15.4,2.4,-2.7,-1.6,-8.4
COC(=O)c1cnn(C(=O)c2cc(OC)ccc2Br)c1N,-1.0,-7.9%,-0.4,-3.6%,3.4,-1.0,-2.4,1.6,-1.5
C=C(C)CN(CC)C(=O)CSc1nc2ncc(Cl)cc2[nH]1,-1.9,-19.9%,0.4,2.2%,-0.2,1.4,13.8,9.4,5.2
Cc1ccc(S(=O)(=O)N2CCCC2CNC(=O)C(=O)Nc2ccccc2)cc1 (stereo not given),-1.5,.,-0.6,-0.4%,4.5,-1.2,-1.9,-7.1,-4.3

# Compound activity: PubChem, National Center for Advancing Translational Sciences (NCATS)

# This is a subset; the hit share may differ from the screen's.
